Yeast growth tox – yeast growth toxicity, wild-type and mutant, primary screen, cytotoxicity control for eIF2B function restoration project, wild-type and eIF2Bepsilon R284H mutant, A595; S. cerevisiae wild-type growth, A595 turbidity, 16 h; AID 685, 2007; growth inhibition, % at 25 µM (by protocol); actives 0.3% (n = 30,000);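 active = mutant and wild-type yeast strains alike exhibit over 30% growth inhibition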;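 also: 0% = untreated cell controls and 100% = YPD media blanks without cells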
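System – wild-type and eIF2Bepsilon-R284H mutant S. cerevisiae, screened separately · Measured by – absorbance at 595 nm (turbidity) · Timing – 16 h compound exposure during growth at 30 °C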
eIF2B yeast act – GCN4-lacZ reporter reduction in eIF2B-epsilon mutant yeast, primary screen, S. cerevisiae, eIF2B-epsilon R284H, Beta-Glo luminescence | inhibition, % at 25 µM (by protocol) | actives 0.91% (n = 27,000);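 active = mutant luminescence inhibited past about 50% while wild type luminescence and mutant growth stay under set limits, limit read from the data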; also: some compounds called inactive have numbers as strong as hits
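Material: yeast eIF2B-epsilon R284H mutant carrying GCN4–beta-galactosidase fusion. Medium: YPD yeast growth medium. Incubation: 16 h growth with compound at 30 °C, 90 min Beta-Glo step. Signal: Beta-Glo luminescence plus absorbance at 595 nm. Evaluation: % inhibition of reporter signal and growth versus controls. Doses: 25 µM single dose.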
Yeast growth tox inhibition % – recorded beside Yeast growth tox, whose call it bears; growth inhibition, %; S. cerevisiae eIF2Bepsilon-R284H mutant growth, A595 turbidity, 16 h;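 each compound tested once at 25 µM; 0% equals untreated cells and 100% equals cell-free medium blanks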
eIF2B yeast act mutant toxicity – recorded beside eIF2B yeast act, whose call it bears; growth inhibition, %; measured here: mutant yeast growth, toxicity;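 each compound tested once at 25 µM; zero equals untreated control growth and 100 equals blank medium absorbance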
An asterisk follows results filed as active.

`CCOC(=O)/C(=N/Nc1ccccc1)c1csc(Nc2ccccc2)n1` gave Yeast growth tox 15, eIF2B yeast act -18, Yeast growth tox inhibition % 16 and eIF2B yeast act mutant toxicity 16.
Screening O=C1C2=C(c3ccccc31)[N+](=O)C1CCCCC1N2[O-] (centres undefined) returned Yeast growth tox 6, eIF2B yeast act 13, Yeast growth tox inhibition % -33 and eIF2B yeast act mutant toxicity -33.
COc1ccc(C(=O)CSc2cc(C)nc(SCC(=O)c3ccc(C)cc3)n2)cc1 was read as eIF2B yeast act -77.
`CCn1nnc(-c2ccccc2NS(=O)(=O)c2ccc(S(=O)(=O)N(C)C3CCCCC3)cc2)n1` gave Yeast growth tox 24, eIF2B yeast act 14, Yeast growth tox inhibition % -18 and eIF2B yeast act mutant toxicity -18.
`CC(=O)Nc1ccc(C(=O)NC2CCCC2)cc1` gave Yeast growth tox -23, eIF2B yeast act 51* and Yeast growth tox inhibition % 14.
Screening CCOC(=O)C1=C(Cn2cnc3ccccc32)NC(=O)NC1c1ccc(Cl)cc1 (centres undefined) returned Yeast growth tox 14 and Yeast growth tox inhibition % 3.
Screening C=CCN(CC(=O)NCc1ccc(OC)cc1)C(=O)c1csnn1 returned Yeast growth tox 0, eIF2B yeast act 6, Yeast growth tox inhibition % 17 and eIF2B yeast act mutant toxicity 17.
N#CCCN(Cc1cccnc1)C(=O)Nc1ccccc1 was read as Yeast growth tox 8, eIF2B yeast act 15, Yeast growth tox inhibition % 22 and eIF2B yeast act mutant toxicity 22.
`COc1cccc(CNCCNC(=O)c2nonc2N)c1` gave Yeast growth tox 38, eIF2B yeast act -10, Yeast growth tox inhibition % -5 and eIF2B yeast act mutant toxicity -5.
`CCc1ccc2[nH]c(=O)c(C(c3nnnn3Cc3ccco3)N3CCC(C)CC3)cc2c1` (centres undefined) gave Yeast growth tox 15 and Yeast growth tox inhibition % 4.
`C=CCNc1nc(Nc2ccc(OC)cc2)nc(OC)n1` gave Yeast growth tox -1, eIF2B yeast act 3, Yeast growth tox inhibition % -28 and eIF2B yeast act mutant toxicity -28.
For COc1ccc(NC(=O)c2ccco2)c(OC)c1 the results were Yeast growth tox 19, eIF2B yeast act 15, Yeast growth tox inhibition % -18 and eIF2B yeast act mutant toxicity -18.

Eight neighbouring records already listed:
COc1ccc(C(=O)CSc2cc(C)nc(SCC(=O)c3ccc(C)cc3)n2)cc1 was read as eIF2B yeast act -77.
`CCn1nnc(-c2ccccc2NS(=O)(=O)c2ccc(S(=O)(=O)N(C)C3CCCCC3)cc2)n1` gave Yeast growth tox 24, eIF2B yeast act 14, Yeast growth tox inhibition % -18 and eIF2B yeast act mutant toxicity -18.
`CC(=O)Nc1ccc(C(=O)NC2CCCC2)cc1` gave Yeast growth tox -23, eIF2B yeast act 51* and Yeast growth tox inhibition % 14.
Screening CCOC(=O)C1=C(Cn2cnc3ccccc32)NC(=O)NC1c1ccc(Cl)cc1 (centres undefined) returned Yeast growth tox 14 and Yeast growth tox inhibition % 3.
Screening C=CCN(CC(=O)NCc1ccc(OC)cc1)C(=O)c1csnn1 returned Yeast growth tox 0, eIF2B yeast act 6, Yeast growth tox inhibition % 17 and eIF2B yeast act mutant toxicity 17.
N#CCCN(Cc1cccnc1)C(=O)Nc1ccccc1 was read as Yeast growth tox 8, eIF2B yeast act 15, Yeast growth tox inhibition % 22 and eIF2B yeast act mutant toxicity 22.
`COc1cccc(CNCCNC(=O)c2nonc2N)c1` gave Yeast growth tox 38, eIF2B yeast act -10, Yeast growth tox inhibition % -5 and eIF2B yeast act mutant toxicity -5.
`CCc1ccc2[nH]c(=O)c(C(c3nnnn3Cc3ccco3)N3CCC(C)CC3)cc2c1` (centres undefined) gave Yeast growth tox 15 and Yeast growth tox inhibition % 4.

(more compounds)
Screening CCOc1cccc(-c2nnc3sc(COc4ccc(Cl)cc4)nn23)c1 returned Yeast growth tox -3, eIF2B yeast act 15, Yeast growth tox inhibition % 11 and eIF2B yeast act mutant toxicity 11.
Screening Cc1ccc2nc(NC(=O)c3ccc(Cn4cc(Cl)cn4)o3)sc2c1 returned Yeast growth tox -8, eIF2B yeast act -32, Yeast growth tox inhibition % -21 and eIF2B yeast act mutant toxicity -21.
For COc1ccc(CC(NC(C)=O)C(=O)NC2CCN(C(=O)Nc3ccc(Cl)cc3)CC2)cc1OC (centres undefined) the results were Yeast growth tox 3, eIF2B yeast act -2, Yeast growth tox inhibition % 5 and eIF2B yeast act mutant toxicity 5.
Cc1nc(SCC(=O)NCc2ccco2)c2c(C)c(C)sc2n1 was read as Yeast growth tox 3, eIF2B yeast act 26, Yeast growth tox inhibition % 4 and eIF2B yeast act mutant toxicity 4.
CCC1(C)Cc2ccccc2-c2nc(NCCCO)n(-c3ccccc3)c(=O)c21 (centres undefined) was read as Yeast growth tox 4, eIF2B yeast act 32, Yeast growth tox inhibition % -10 and eIF2B yeast act mutant toxicity -10.
COc1ccc(NC(=O)NCCCN2CCCCC2C)cc1 (centres undefined) was read as Yeast growth tox 4, eIF2B yeast act -9, Yeast growth tox inhibition % 16 and eIF2B yeast act mutant toxicity 16.
For COc1cccc(C2C(C#N)=C(N)Oc3cc(C)oc(=O)c32)c1OC (centres undefined) the results were Yeast growth tox 11, eIF2B yeast act 19, Yeast growth tox inhibition % -9 and eIF2B yeast act mutant toxicity -9.
`CCSc1nnc(NC(=O)C2C3C=CC(C3)C2C(=O)O)s1` (centres undefined) gave Yeast growth tox 4, eIF2B yeast act 24, Yeast growth tox inhibition % 6 and eIF2B yeast act mutant toxicity 6.
For COc1ccc(C(=O)Cn2c(NCCO)nc3ccccc32)cc1OC the results were Yeast growth tox -1, eIF2B yeast act 0, Yeast growth tox inhibition % 7 and eIF2B yeast act mutant toxicity 7.
For CC(C)(C)OC(=O)NCCc1nnc(SCc2ccc(Cl)cc2Cl)o1 the results were Yeast growth tox 8 and Yeast growth tox inhibition % 13.
`COC(=O)Cc1c(C)nc2nc(-c3ccc(Cl)cc3)[nH]n2c1=O` gave Yeast growth tox -42, eIF2B yeast act 19, Yeast growth tox inhibition % -10 and eIF2B yeast act mutant toxicity -10.
`Nc1c(C(=O)C2CC2)sc2nc(-c3cccs3)cc(C(F)(F)F)c12` gave Yeast growth tox -7 and Yeast growth tox inhibition % 0.
`CCC(C)[C@H](NC(=O)NC1CCN(Cc2ccccc2)CC1)C(=O)OC` (some centres undefined) gave Yeast growth tox -11, eIF2B yeast act -12, Yeast growth tox inhibition % -14 and eIF2B yeast act mutant toxicity -14.
`O=C(c1ccccc1)N1CCN(C2C3CC4CC(C3)CC2C4)CC1` (centres undefined) gave Yeast growth tox 18, eIF2B yeast act 25, Yeast growth tox inhibition % 22 and eIF2B yeast act mutant toxicity 22.
CCOC(=O)C1(P(=O)(c2ccccc2)c2ccccc2)CCC1 was read as Yeast growth tox 23, eIF2B yeast act 1, Yeast growth tox inhibition % 14 and eIF2B yeast act mutant toxicity 14.
Screening Cc1ccccc1-n1nc(C)c2cc(C(=O)N3CCOCC3)sc21 returned Yeast growth tox 1, eIF2B yeast act 35, Yeast growth tox inhibition % -9 and eIF2B yeast act mutant toxicity -9.
Screening Nc1nnc(SCC(=O)Nc2ccc(F)c(Cl)c2)n1-c1ccccc1 returned Yeast growth tox -8, eIF2B yeast act 15, Yeast growth tox inhibition % -23 and eIF2B yeast act mutant toxicity -23.
`CCC(=O)NCCCCNC(=O)CC` gave Yeast growth tox 0, eIF2B yeast act 25, Yeast growth tox inhibition % -14 and eIF2B yeast act mutant toxicity -14.
COc1ccc(C(C)=O)cc1CSc1nnc(C)s1 was read as Yeast growth tox -14, eIF2B yeast act -7, Yeast growth tox inhibition % 8 and eIF2B yeast act mutant toxicity 8.
Screening COc1cc(S(=O)(=O)N2CCC(O)(c3cccc(C(F)(F)F)c3)CC2)ccc1-n1cnnn1 returned Yeast growth tox -22, eIF2B yeast act 0, Yeast growth tox inhibition % 31 and eIF2B yeast act mutant toxicity 31.
Screening CCCCn1c2c(c(=N)c3c1CCC3)CCC2 returned Yeast growth tox 3 and Yeast growth tox inhibition % 0.
For CCOc1ccc(-c2nn3c(-c4ccc(F)cc4)nnc3s2)cc1 the results were Yeast growth tox -50 and Yeast growth tox inhibition % -20.
Screening Cn1cnnc1SCC(=O)N1N=C2/C(=C/c3ccco3)CCCC2C1c1ccco1 (centres undefined) returned Yeast growth tox 26 and Yeast growth tox inhibition % 26.
For CCS(=O)(=O)C(=C1Nc2ccccc2N1)S(=O)(=O)CC the results were eIF2B yeast act -2.
For O=S(=O)(c1ccccc1)N(Cc1ccccc1)c1ccccn1 the results were Yeast growth tox -2 and Yeast growth tox inhibition % 5.
`CC(C)OC(=O)c1cccc(C(=O)OCc2ccco2)n1` gave Yeast growth tox 2, eIF2B yeast act 4 and Yeast growth tox inhibition % 0.
Screening Cc1cc(C)c2c(N)c(C(=O)Nc3ncc(C)s3)sc2n1 returned Yeast growth tox -43, eIF2B yeast act 77, Yeast growth tox inhibition % -14 and eIF2B yeast act mutant toxicity -14.
Screening CCOC(=O)c1[nH]c2cc(OC)c(OC)cc2c1N returned Yeast growth tox 12, eIF2B yeast act 21 and Yeast growth tox inhibition % 0.
Screening Cc1ccoc1C(=O)Nc1cccc(Oc2ccccc2)c1 returned Yeast growth tox 20 and Yeast growth tox inhibition % 20.
CC(=O)Nc1ccc(S(=O)(=O)NC2=C(N3CCN(c4ccc(F)cc4)CC3)C(=O)c3ccccc3C2=O)cc1 was read as Yeast growth tox -6, eIF2B yeast act 19, Yeast growth tox inhibition % 12 and eIF2B yeast act mutant toxicity 12.
For CCc1nc(SCC(=O)Nc2nccs2)c2oc3ccccc3c2n1 the results were Yeast growth tox -39, eIF2B yeast act 6, Yeast growth tox inhibition % -38 and eIF2B yeast act mutant toxicity -38.
Screening CN(CC(=O)NCCCN1CCOCC1)S(=O)(=O)c1ccc(Br)cc1 returned Yeast growth tox 7, eIF2B yeast act -48, Yeast growth tox inhibition % -2 and eIF2B yeast act mutant toxicity -2.
Screening CS(=O)(=O)N(CC(=O)N1CCN(c2ccc(F)cc2)CC1)c1cccc(Cl)c1 returned Yeast growth tox 11, eIF2B yeast act 20, Yeast growth tox inhibition % 15 and eIF2B yeast act mutant toxicity 15.
Screening COc1cc2ccccc2cc1C(=O)Nc1ccccc1N1CCN(S(C)(=O)=O)CC1 returned Yeast growth tox 0, eIF2B yeast act 9, Yeast growth tox inhibition % 8 and eIF2B yeast act mutant toxicity 8.
Screening COC(=O)C1=C(C)NC(=O)/C1=C\c1cc(C)n(-c2c(C)cccc2C)c1C returned Yeast growth tox -2, eIF2B yeast act 4, Yeast growth tox inhibition % 18 and eIF2B yeast act mutant toxicity 18.
CN(Cc1cccc(F)c1)C(=O)c1ccc(S(=O)(=O)C(F)F)cc1 was read as Yeast growth tox -3, eIF2B yeast act 4, Yeast growth tox inhibition % 12 and eIF2B yeast act mutant toxicity 12.
For CC(C)c1nccn1CCC(=O)O the results were Yeast growth tox 25, eIF2B yeast act 20, Yeast growth tox inhibition % 6 and eIF2B yeast act mutant toxicity 6.
COc1cc2c3c(c1)C1(C(=O)N3C(C)(C)C=C2C)C(C#N)=C(N)Oc2cc(C)oc(=O)c21 (centres undefined) was read as eIF2B yeast act 34.
CCOCCCNC(=O)c1c(N)n(-c2ccc(S(N)(=O)=O)cc2)c2nc3ccccc3nc12 was read as Yeast growth tox -12 and Yeast growth tox inhibition % -13.
`COc1ccccc1NC(=O)CSc1nnc(COc2ccc(Cl)cc2)n1Cc1ccco1` gave Yeast growth tox 8, eIF2B yeast act -36, Yeast growth tox inhibition % -3 and eIF2B yeast act mutant toxicity -3.
Screening C=CCc1ccccc1OCC(O)CNC (centres undefined) returned Yeast growth tox -10, eIF2B yeast act 22, Yeast growth tox inhibition % -15 and eIF2B yeast act mutant toxicity -15.
Screening CCOC(=O)N1CCN(C(=O)CCC(=O)N2CCOc3ccc(C)cc32)CC1 returned Yeast growth tox 8, eIF2B yeast act 21, Yeast growth tox inhibition % -8 and eIF2B yeast act mutant toxicity -8.
`Cc1ccc(C(=O)CNc2nc3c(c(=O)[nH]c(=O)n3C)n2Cc2ccccc2)cc1` gave Yeast growth tox 24, eIF2B yeast act 16, Yeast growth tox inhibition % -18 and eIF2B yeast act mutant toxicity -18.
For CC(CNC(=O)c1ccc(Br)o1)NC(=O)c1ccc(Br)o1 (centres undefined) the results were Yeast growth tox 8, eIF2B yeast act 14, Yeast growth tox inhibition % -12 and eIF2B yeast act mutant toxicity -12.
CCOC(=O)c1oc2ccccc2c1NC(=O)c1cccs1 was read as Yeast growth tox -23, eIF2B yeast act 16, Yeast growth tox inhibition % 3 and eIF2B yeast act mutant toxicity 3.
Screening O=C(CCn1c(=O)oc2ccccc21)N(Cc1ccccc1)c1ccccn1 returned Yeast growth tox -8, eIF2B yeast act 23, Yeast growth tox inhibition % 3 and eIF2B yeast act mutant toxicity 3.

Only part of the results is shown (hit frequency here may not be typical).
